Compound activity as filed in PubChem.
GPR151 activ: activators of human GPR151, primary screen, cell-based, PathHunter beta-arrestin, luminescence; G-protein coupled receptor 151 (Homo sapiens), Q8TDV0; PathHunter beta-arrestin GPR151 cells; activation, % at 11.2 µM; actives 1% (n = 650,000); AID 1508602, 2020; in the data active = activation above about 4.9%;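 also: 0% = median of compound wells and 100% = cells with positive control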
Target sequence (Q8TDV0 whole entry, looked up): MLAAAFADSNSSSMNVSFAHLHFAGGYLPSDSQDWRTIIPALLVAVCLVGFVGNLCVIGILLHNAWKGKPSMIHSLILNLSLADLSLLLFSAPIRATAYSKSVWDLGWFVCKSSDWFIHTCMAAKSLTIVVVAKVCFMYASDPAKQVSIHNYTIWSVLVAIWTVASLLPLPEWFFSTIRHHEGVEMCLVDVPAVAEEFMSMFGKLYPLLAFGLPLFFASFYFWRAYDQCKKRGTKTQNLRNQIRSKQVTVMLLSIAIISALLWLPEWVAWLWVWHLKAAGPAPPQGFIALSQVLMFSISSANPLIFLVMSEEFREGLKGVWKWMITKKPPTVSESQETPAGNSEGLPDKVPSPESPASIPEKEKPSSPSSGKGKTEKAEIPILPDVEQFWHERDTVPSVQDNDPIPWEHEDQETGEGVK
MITF primary: MITF inhibitors, primary screen, biochemical, AlphaScreen, human; Microphthalmia-associated transcription factor (Homo sapiens), O75030; actives 0.91% (n = 650,000); inhibition, % at 2.6 µM; AlphaScreen MITF homodimerization, bead proximity signal; AID 1259374, 2018; in the data active = inhibition above about 50%;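 also: 0% = vehicle wells with protein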
Target sequence (O75030 whole entry, looked up): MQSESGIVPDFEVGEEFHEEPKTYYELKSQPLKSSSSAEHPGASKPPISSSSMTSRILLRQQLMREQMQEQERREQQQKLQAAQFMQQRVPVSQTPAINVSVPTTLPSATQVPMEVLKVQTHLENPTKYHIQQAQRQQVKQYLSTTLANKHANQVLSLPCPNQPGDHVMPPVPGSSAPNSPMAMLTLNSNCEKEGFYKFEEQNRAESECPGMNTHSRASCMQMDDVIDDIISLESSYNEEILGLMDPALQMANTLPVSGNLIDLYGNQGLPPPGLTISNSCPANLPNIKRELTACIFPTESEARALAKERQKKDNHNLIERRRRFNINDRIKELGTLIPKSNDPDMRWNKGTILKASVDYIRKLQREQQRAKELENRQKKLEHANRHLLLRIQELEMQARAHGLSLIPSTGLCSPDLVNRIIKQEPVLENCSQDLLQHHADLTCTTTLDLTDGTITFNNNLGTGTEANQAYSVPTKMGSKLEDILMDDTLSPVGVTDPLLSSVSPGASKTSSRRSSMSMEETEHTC
TEAD-YAP inh: TEAD-YAP interaction inhibition, primary screen, TEAD-YAP interaction inhibitor project, luminescence, HEK-TIYL cells; TEAD-Gal4/YAP UAS-luciferase luminescence; inhibition, % at 9.12 µM; actives 1.4% (n = 640,000); in the data active = inhibition above about 32%;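 also: 0% = median of test compound wells and 100% = reference inhibitor wells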
FBW7 activator: FBW7 E3 ligase activators, primary screen, biochemical, AlphaScreen, human | F-box/WD repeat-containing protein 7 (Homo sapiens), Q969H0 | AlphaScreen FBW7–phospho-cyclin E peptide binding, activator screen | normalized activity (activation), % at 26.1 µM | actives 0.13% (n = 650,000) | AID 1259310, 2017; in the data active = normalized activity above about 1.9%;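 also: purified mutant Fbw7 with reduced substrate affinity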
Active calls of the source: *. Hits appear at their usual frequency; overall some 3.4% were active at least once.

Every second line gives: GPR151 activ	MITF primary	TEAD-YAP inh	FBW7 activator
- COc1cc(C=O)cc(OC)c1OS(=O)(=O)c1ccc(Br)cc1
    -0.5	16	4	0.1
- CCN(CC)C(=O)COc1nc2c(C3CC3)cc(C(F)(F)F)nc2o1
    -0.1	4	-5	0.0
- Cn1nc(C2CCCCC2)c([N+](=O)[O-])c1Cl
    0.5	5	9	0.0
- CN(C)S(=O)(=O)c1cccc(C(=O)N(Cc2ccc(F)cc2)Cc2ccco2)c1
    0.8	-10	4	-0.1
- CCCCOc1ccc(/C=C/c2nc3ccccc3c(=O)n2-c2ccc(OC)c(Cl)c2)cc1
    0.0	9	0	-0.1
- CN1C(=O)c2ccc(NC(=O)c3ccccc3Br)cc2C1=O
    -1.1	2	-5	2.0*
- CCOC(=O)C1CCN(c2cc(=O)n(-c3ccc(OC)cc3)c(=O)[nH]2)CC1
    -0.2	-12	-4	0.1
- Fc1cccc(-c2cc3nc4c(c(N5CCNCC5)n3n2)CCCC4)c1
    -0.2	3	1	0.0
- O=C1NC(=S)N/C1=C\c1cc2ccccc2nc1N1CCCCC1
    -0.6	-2	1	-0.1
- O=C(O)c1ccccc1Nc1ccc([N+](=O)[O-])cc1[N+](=O)[O-]
    0.6	2	-4	0.0
- CC1(C)CC(=O)C2=C(C1)Nc1nc(-c3ccccc3)nn1C2c1cccc(O)c1 (centres undefined)
    1.3	4	5	0.0
- Cc1ccccc1NC(=O)C(C)N1c2cccc3cccc(c23)S1(=O)=O (centres undefined)
    0.1	0	-5	0.0
- CC(C)NC(=O)CCCCCn1c(=S)[nH]c2cc3c(cc2c1=O)OCO3
    -0.5	4	-2	0.0
- O=C(NCc1nc2ccccc2[nH]1)c1ccc2nc(N3CCC(N4CCOCC4)CC3)sc2c1
    0.3	7	3	0.0
- O=C(CN1C(=O)C2C3C=CC(C3)C2C1=O)N1CCN(C(=O)c2ccco2)CC1 (centres undefined)
    -1.8	-3	2	0.1
- COCCNC(=O)C(CC(C)C)OC(=O)c1ccco1 (centres undefined)
    -0.5	-2	-1	0.1
- O=C(/C=C(\O)c1ccc(F)cc1)C(=O)Nc1ccc(F)cc1F
    2.9	-5	-17	-0.1
- CCOc1ccccc1-n1c(SCc2ccccc2F)nc2[nH]ncc2c1=O
    -1.9	9	-18	0.5
- COc1cccc2cc(C(=O)N(Cc3cccs3)Cc3cccs3)c(=O)oc12
    0.5	16	-7	1.2
- O=C(NCc1ccco1)OCc1ccc([N+](=O)[O-])cc1
    0.1	-1	4	0.2

Compound profiles, as listed above. Values in the order: GPR151 activ, MITF primary, TEAD-YAP inh, FBW7 activator
CCCCOc1ccc(/C=C/c2nc3ccccc3c(=O)n2-c2ccc(OC)c(Cl)c2)cc1 in the list: 0.0, 9, 0, -0.1
CCN(CC)C(=O)COc1nc2c(C3CC3)cc(C(F)(F)F)nc2o1 in the list: -0.1, 4, -5, 0.0

(list continues)
Every second line gives: GPR151 activ	MITF primary	TEAD-YAP inh	FBW7 activator
- O=C(CSc1ccc2nc(-c3ccccc3)cn2n1)Nc1ccc(Br)cc1
    -0.7	8	-2	0.0
- O=C(c1ccc(COc2ccc(Cl)cc2)cc1)N1CCOCC1
    -3.0	15	-48	0.2
- O=C1N[C@H](Cc2ccccc2)C(=O)N2C[C@@H](NCc3cccc4ncccc34)C[C@@H]12
    1.1	8	6	-0.1
- O=[N+]([O-])c1ccc(N/N=C/c2ccc(O)c(O)c2)c([N+](=O)[O-])c1
    0.9	9	18	0.0
- Oc1ccc(-c2nc3cnccn3c2NCCc2ccccc2)c(O)c1
    -1.6	0	-13	0.6
- COc1ccc(N2CCN(C(CNC(=O)C3CC3)c3cccnc3)CC2)cc1 (centres undefined)
    0.6	-9	9	-0.1
- c1ccc2c(NCCNc3ncnc4sccc34)cccc2c1
    2.4	7	52*	-0.1
- Cc1cccc(N2C(=O)C3C4CC(C(Br)C4Br)C3C2=O)n1 (centres undefined)
    -0.5	6	1	0.5
- N/C(=N\OC(=O)/C=C/c1ccc(Br)cc1)c1ccccn1
    -1.9	6	39*	-0.2
- CN(C)/N=C/C=C1\CCC/C(=C/c2cccs2)C1=O
    -0.9	15	-51	-0.2

Results in FBW7 activator, GPR151 activ and MITF primary, for some of the entries so far:
molecule	FBW7 activator	GPR151 activ	MITF primary
O=C1N[C@H](Cc2ccccc2)C(=O)N2C[C@@H](NCc3cccc4ncccc34)C[C@@H]12	-0.1	1.1	8
O=[N+]([O-])c1ccc(N/N=C/c2ccc(O)c(O)c2)c([N+](=O)[O-])c1	0.0	0.9	9
Oc1ccc(-c2nc3cnccn3c2NCCc2ccccc2)c(O)c1	0.6	-1.6	0
COc1ccc(N2CCN(C(CNC(=O)C3CC3)c3cccnc3)CC2)cc1 (centres undefined)	-0.1	0.6	-9

Going on with the list:
Every second line gives: GPR151 activ	MITF primary	TEAD-YAP inh	FBW7 activator
- CC(NC(=S)NC(=O)c1cccs1)C12CC3CC(CC(C3)C1)C2 (centres undefined)
    -0.1	12	8	0.2
- NC(=O)c1cc2ccccc2oc1=Nc1ccc(O)cc1
    0.5	21	-16	0.0
- Cc1c2cnn(-c3ccccc3)c(=O)c2c(C)n1C(C)C(=O)NCc1cccs1 (centres undefined)
    -0.9	9	6	-0.1
- COc1ccc(C2CC(c3ccc(Br)cc3)=NN2C(=O)c2cccnc2)cc1 (centres undefined)
    1.2	7	14	0.0
- CCOC(=O)c1c(NC(=O)CSc2nnc(CNC(=O)c3cc(OC)cc(OC)c3)n2Cc2ccccc2)sc2c1CCCCC2
    -0.2	13	5	0.1
- CCc1ccccc1Nc1nc(-c2ccc(Cl)cc2)cs1
    0.2	4	4	-0.1
- CCOC(=O)/C(N=Nc1ccc(F)cc1)=C(/O)c1ccc([N+](=O)[O-])cc1
    1.2	-10	-8	-0.1
- NC(=O)COC(=O)c1ccc(Oc2ccccc2)cc1
    -0.6	3	4	-0.1
- Cc1cc([N+](=O)[O-])ccc1-c1ccc(CO)o1
    -0.1	2	-2	-0.2
- COc1ccc(/C(N)=N/OC(=O)C2CCC(=O)N2S(=O)(=O)c2ccc(C)cc2)cc1 (centres undefined)
    1.4	-5	-10	-0.9
- COC(=O)C1=CN(CCc2ccc(OC)c(OC)c2)C=C(C(=O)OC)C1c1cccs1
    0.6	1	2	0.2
- CCCCOC(=O)c1ccc(NS(=O)(=O)c2c(C)nc3sccn3c2=O)cc1
    2.2	3	2	-0.1
- O=C1CCCC2=C1C(c1ccncc1)Nc1ccc(C(=O)c3ccccc3)cc1N2 (centres undefined)
    0.4	-11	25	0.0
- CCCn1c(C)cn2c3c(=O)n(Cc4ccc(Cl)cc4)c(=O)n(C)c3nc12
    0.2	-16	-1	0.0
- O=C1CSC(c2cccc(Br)c2)N1c1ccc(Oc2ccccc2)cc1 (centres undefined)
    -1.5	-9	-11	0.1
- O=C(CN1CCC(NC(=O)c2ccccc2)CC1)Nc1ccccc1Oc1ccccc1
    -0.5	-33	-17	-0.2
- CSc1ccc(Cn2nnc(C(=O)Nc3cccc(SC)c3)c2N)cc1
    0.3	2	-16	-0.2
- COc1ccc(C(=O)C[n+]2cc(-c3ccc(OC)cc3)n3c2CCCCC3)cc1
    0.3	-3	38*	-0.1
- Cc1cc(C)c2oc(-c3cc(NC(=O)c4ccc(Br)o4)ccc3O)nc2c1
    0.3	10	0	0.9
- CCCOCC(O)CC(CC)C(=O)NNC(=S)Nc1ccccc1 (centres undefined)
    0.4	2	-3	0.0
- CCOC(=O)c1c(-c2ccc(-c3ccccc3)cc2)csc1NC(=O)CC
    -0.1	-1	0	0.0
- COc1ccc(CSc2nnc(C3CCCCC3)n2N)cc1
    -1.1	12	-1	0.0
- Cc1c(Cl)cccc1NC(=O)c1nn2c(C(F)(F)F)cc(-c3ccccc3)nc2c1Cl
    0.1	7	4	-0.1
- CSCC[C@H](NC(=O)Cc1c[nH]c2ccccc12)C(=O)N[C@@H](CC(=O)O)C(=O)N[C@@H](Cc1ccccc1)C(N)=O
    -1.9	15	5	0.0
- CN1CCN(c2ccc(NC(=O)c3ccc(N4CCCCC4)c([N+](=O)[O-])c3)cc2)CC1
    -0.8	17	-3	-0.1
- Cc1ccc(N/C=C(/C#N)C(=O)NCc2ccco2)cc1
    0.5	8	-7	0.1
- O/N=C(/COc1ccccc1O)c1ccccc1
    3.9	7	-1	0.2
- CCOC(=O)c1ccc(NC(=O)[C@H](CCS(C)(=O)=O)N2Cc3ccccc3C2=O)cc1
    -0.6	5	6	-0.1
- CCN(CC)S(=O)(=O)c1cc(NC(=O)C(CCSC)NC(N)=O)ccc1C (centres undefined)
    0.5	7	10	0.0
- O=S(=O)(NCCc1ccccc1F)c1ccc(S(=O)(=O)NCc2ccccc2)cc1
    -0.5	3	9	0.1
- COc1ccc(CCNc2c(C(C)=O)nnn2-c2ccc(OC)cc2)cc1
    -1.9	-2	-7	0.0
- CCOc1ccc2ccccc2c1/C=C\c1nc(O)c([N+](=O)[O-])c(=O)[nH]1
    0.0	4	2	0.1
- O=C(NCCCN1CCCC1=O)c1csc2c1CCCCC2
    -1.1	4	-6	0.3
- COc1ccc(-c2[nH]nc3c2C2(C(=O)Nc4ccccc42)C(C#N)=C(N)O3)cc1 (centres undefined)
    0.0	7	4	0.0
- CCOC(=O)c1cc(NC(=O)Cn2cc(C=O)c3ccccc32)ccc1Cl
    1.1	15	35*	0.0
- C=CCN(c1ccccc1)S(=O)(=O)c1ccc(Cl)c(C(=O)O)c1
    4.3	-13	4	0.0
- O=C(Nc1ccccc1C(=O)N1CCCCC1)Oc1ccccc1
    1.5	7	0	-0.1
- O=C(Nc1cccc(Cl)c1N1CCC(N2CCC2)CC1)c1ccc(Br)o1
    -0.5	7	-12	0.0
- COc1ccccc1NC(=O)CCSc1c(Cl)cccc1[N+](=O)[O-]
    0.7	-8	-13	-0.1
- CCOC(=O)c1[nH]c2ccc(OC)cc2c1NC(=O)CN(C)C
    6.7*	-9	-4	0.1
- Cc1cccc(CN2CCN(Cc3ccc(F)c(F)c3)C(CCO)C2)n1 (centres undefined)
    3.4	8	1	0.1
- CC(=O)N(CC1CCCO1)c1nnc(-c2cnccn2)s1 (centres undefined)
    -0.3	11	0	0.1
- O=C(Nc1ccccc1[N+](=O)[O-])NS(=O)(=O)c1ccccc1Cl
    0.1	16	0	0.0
- Cc1ccc(N(C(C)C(=O)Nc2cccnc2)S(C)(=O)=O)cc1C (centres undefined)
    3.3	-9	6	0.1
- COc1cc(CN2CCN(C3CCCCC3)CC2)cc(OC)c1O
    -0.5	65*	-8	-0.1
- COc1cc(N(C)C)c([N+](=O)[O-])cc1C(=O)NCCN1CCN(c2ccccc2)CC1
    5.8*	8	3	0.5
- CC(C)(CNC(=S)Nc1ccccc1)N1CCCCC1
    1.1	12	5	-0.1
- CN1C(=O)CC(C(=O)Nc2ccc(C(=O)O)cc2)SC1=Nc1ccc(I)cc1 (centres undefined)
    0.0	-1	3	0.0
- CC1CCCCN1C(=O)c1ccc2c(c1)C(=O)N(CCC1=CCCCC1)C2=O (centres undefined)
    -0.5	9	-4	0.0
- CCOc1ccc(N(C(C)C(=O)Nc2ccccc2F)S(C)(=O)=O)cc1 (centres undefined)
    -0.2	-15	0	0.1

Next records follow.
Every second line gives: GPR151 activ	MITF primary	TEAD-YAP inh	FBW7 activator
- Oc1ccccc1-c1nc(NCCc2ccccc2)c2ccccc2n1
    1.3	-8	-6	0.1
- O=C(NCc1ccc(Cl)c(Cl)c1)c1cccc(Br)c1
    -0.1	6	3	0.6
- CN(Cc1nc2ccc(F)cc2[nH]1)C(=O)CCC1(Cc2ccc(Cl)cc2)CCC(=O)N1 (centres undefined)
    0.2	2	-3	0.0
- COc1cccc(-c2noc(CCC(=O)NC(C)(C)C)n2)c1
    -0.3	0	-32	0.0
- CC1CCCCC1NS(=O)(=O)c1ccc2c(c1)SCC(=O)N2 (centres undefined)
    0.5	14	-1	-0.1
- Cc1ccc(S(=O)(=O)Nc2ccc(Br)cc2)cc1[N+](=O)[O-]
    -0.3	7	-8	0.1
- CC1CCN(c2c(-c3ccc(C(C)C)cc3)c(=O)c2=O)CC1
    4.5	-7	5	-0.2
- Cc1cc(C)n2nc(C(=O)Nc3ccc(-c4nnc5n4CCCCC5)cc3)nc2n1
    0.2	10	-2	0.2
- Cc1ccc(S(=O)(=O)C2(C(=O)N[C@@H](C)Cn3nnc4ccccc43)CC2)cc1C
    -0.8	-18	-5	-0.1
- CCN(CC)c1nc(NCc2cccnc2)nc(NCc2cccc(C(F)(F)F)c2)n1
    3.7	-3	-4	0.3

Random excerpt: 2 compounds from above.
Every second line gives: GPR151 activ	MITF primary	TEAD-YAP inh	FBW7 activator
- CCCCOC(=O)c1ccc(NS(=O)(=O)c2c(C)nc3sccn3c2=O)cc1
    2.2	3	2	-0.1
- Cc1ccc(N(C(C)C(=O)Nc2cccnc2)S(C)(=O)=O)cc1C (centres undefined)
    3.3	-9	6	0.1

Additional structures
Every second line gives: GPR151 activ	MITF primary	TEAD-YAP inh	FBW7 activator
- COc1ccc(-n2nc3cc(C)c(NC(=O)c4cccc(Br)c4)cc3n2)cc1
    -0.1	1	11	-0.1
- CCCCc1nnc(NC(=O)c2cccc([N+](=O)[O-])c2C)s1
    0.2	-3	1	-0.1
- COc1ccc(CN2CCN(Cc3ccc(Cl)cc3)CC2)cc1OC
    1.1	74*	14	0.1
- CC(C)c1onc(C(=O)NC(C)c2ccccc2)c1[N+](=O)[O-] (centres undefined)
    0.4	3	10	-0.1
- O=c1nc(/C=C/c2c(O)ccc3ccccc23)cc(C(F)(F)F)[nH]1
    -1.3	-2	3	-0.2
